TbREL1 primary: TbREL1 inhibition, primary screen; TbREL1 RNA ligation, FRET fluorescence; P86926; hit rate 0.49% among 89,000; inhibition, % at 9.66 µM;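 active = inhibition above the mean inhibition across all screened compounds plus 3 SD, cut at about 11% in these data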;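 note: 0% = plate median of test wells and 100% = NSC42067 control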
Target sequence (P86926 whole entry, looked up): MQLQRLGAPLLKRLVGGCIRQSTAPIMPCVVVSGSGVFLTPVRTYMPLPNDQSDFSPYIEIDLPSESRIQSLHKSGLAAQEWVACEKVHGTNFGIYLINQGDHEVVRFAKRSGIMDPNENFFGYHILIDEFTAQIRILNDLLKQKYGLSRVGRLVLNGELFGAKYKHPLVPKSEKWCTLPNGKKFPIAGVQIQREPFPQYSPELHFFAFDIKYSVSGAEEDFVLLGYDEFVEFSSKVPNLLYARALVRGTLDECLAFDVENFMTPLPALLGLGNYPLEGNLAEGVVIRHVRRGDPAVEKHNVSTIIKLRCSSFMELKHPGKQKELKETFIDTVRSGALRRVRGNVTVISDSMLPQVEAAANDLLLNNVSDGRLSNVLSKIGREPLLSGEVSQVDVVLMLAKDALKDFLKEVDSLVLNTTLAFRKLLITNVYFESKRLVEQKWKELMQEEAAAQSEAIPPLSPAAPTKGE
An asterisk follows results filed as active. Not all compounds are listed; the hit share may differ from the screen's.

SMILES	TbREL1 primary
[O-]/[N+](=C\c1ccccc1)c1ccccc1	4
COC(=O)Cn1c(=O)c2c(nc(Br)n2Cc2ccccc2Cl)n(C)c1=O	-1
COc1ccc(C2c3ccsc3CCN2C(=O)NC(C)(C)C)cc1 (configuration not stated)	-2
CCCOc1ccc(CC(=O)NNC(=S)Nc2ccccc2)cc1Br	-2
CCOc1cccc(N2C(=O)CC(N3CCC(C(N)=O)(N4CCCCC4)CC3)C2=O)c1 (configuration not stated)	0
O=c1cc(-c2ccccc2Cl)oc2c(NS(=O)(=O)c3cccs3)ccc(O)c12	2
CC(C)CCN(C(=O)c1csnn1)C(C(=O)NC1CCCC1)c1ccc(F)cc1 (configuration not stated)	-2
O=C(C1CCCN(S(=O)(=O)c2ccccc2F)C1)N1CCN(Cc2ccccc2)CC1 (configuration not stated)	-1
O=C(NCCS(=O)(=O)N1CCN(c2cccc(Cl)c2)CC1)c1ccco1	-3
CCNC(=O)CNC(=O)c1nn(Cc2ccccc2)c(=O)c2ccccc12	3
O=S(=O)(c1ccc(Cl)cc1)N1CCC(c2nc3ccccc3[nH]2)CC1	-1
Cc1ccc(S(=O)(=O)NNC(=O)Nc2ccc(Cl)cc2)cc1	-1
Cc1cc(C)cc(NC(=O)OC2CC3CC2[C@H]2CCCCN2[C@H]3C)c1 (some centres not stated)	-2
O=C(CN(c1ccc(F)cc1)S(=O)(=O)c1ccc2c(c1)OCCO2)N1CCOCC1	-3
Cc1cc(/C(=N/O)C(C)(C)NO)ccc1Cl	1
CCCNC(=O)c1ccc2c(=O)n3c(-c4ccc(C)cc4)csc3nc2c1	1
Fc1ccc(/C=N/NC(=S)Nc2ccc(Cl)cc2)cc1F	-2
O=C(Nc1ccncc1)c1cccc2ccccc12	6
CC(=O)N1CCc2cc(S(=O)(=O)NC(C(=O)N3CCN(c4ccccc4F)CC3)C(C)C)ccc21 (configuration not stated)	-4
CC1(c2ccccc2)NC(=O)N(CC(=O)Nc2ccccc2N2CCCC2)C1=O (configuration not stated)	-2
Cc1ccc(-n2c(C)cc(C(=O)COC(=O)c3c(C)noc3C)c2C)cc1	-5
COc1ccc(OC)c(CNC(=O)C2CCN(S(=O)(=O)N3CCC(C)CC3)CC2)c1	2
COc1cccc2cc(-c3cn4cccc(C)c4n3)c(=O)oc12	-1
Cc1cccc(NC(=O)Nc2nc3ncccn3c2-c2ccc(F)cc2)c1	0
COc1ccc(C(CNC(=O)C(CCSC)NC(=O)c2ccccc2OC)N2CCCCC2)cc1 (configuration not stated)	-5

New compounds follow.
SMILES	TbREL1 primary
CC1CCN(S(=O)(=O)N2CCC(C(=O)NCc3ccc4c(c3)OCO4)CC2)CC1	-1
COc1ccc(S(=O)(=O)N2CCCCCC2)cc1C(=O)N1CCN(c2ccccc2C)CC1	4
O=c1c2ccccc2n(CC(O)CN2CCCCC2)c2ccccc12 (configuration not stated)	3
COc1ccc(CN(C)C(=O)C2CSC3(C)CCC(=O)N23)cc1 (configuration not stated)	-3
Cc1cc(Nc2ccccc2F)n2ncnc2n1	6
Cc1ccc(-c2nc(CSCC(=O)NCC3CCCO3)c(C)o2)cc1 (configuration not stated)	2
Cn1c2ccccc2c2nnc(SCC(=O)NC3CCCC3)nc21	1
c1ccc(-c2nc(C3CCCCC3)c3ccccc3n2)cc1	1
Cc1onc(-c2c(Cl)cccc2Cl)c1C(=O)N1CCc2ccccc21	8
COc1ccc(-c2oc(/N=C/N3CCCC3)c(C#N)c2-c2ccc(OC)cc2)cc1	-3
Cc1cccc(NC(=O)Cn2cc([N+](=O)[O-])cn2)n1	5
CC1CN(C(=S)NC(=O)c2ccccc2)CC(C)O1 (configuration not stated)	-6
C=C(C)Cn1c(SCC(=O)NN=Cc2c(O)ccc3ccccc23)nnc1-c1ccc(Br)cc1	-1
CCCCOCCCNC(=O)C[C@H]1C[C@@]2(C(=O)OC)C(=C[C@H](C3CCCC3)O[C@@H]2C)N(Cc2cccc3ccccc23)C1=O	7
Cc1ccc(C(=O)Nc2ncc3c(n2)CC(c2ccco2)CC3=O)cc1 (configuration not stated)	3
C[C@H](NC(=O)c1nc[nH]c1C(=O)NCCCCCNC(=O)OC(C)(C)C)c1ccccc1	4
COc1ccc(C(=O)NC2(C(F)(F)F)C(=O)Nc3c2c(=O)[nH]c(=O)n3CCc2ccc(OC)c(OC)c2)cc1 (configuration not stated)	5
Cc1oc(-c2ccc(-c3ccccc3)cc2)nc1CN1CCN(CC(=O)N(C)C)CC1	1
COc1cccc(CN(C)CC(=O)NCc2ccccc2Cl)c1OC	-2
O=C(Nc1ccccc1)c1ccc(N2CCN(c3ccccn3)CC2)c(S(=O)(=O)N2CCOCC2)c1	-1
COC(=O)CN(c1ccccc1OC)S(=O)(=O)c1ccccc1	3
Cc1cccc(NC(=O)CCC(=O)NCCO)c1	-2
CN(C)CCCOC(=O)c1ccccc1	3
COc1ccc([C@H]2CC(=O)C=C(c3ccc(-c4ccccc4)cc3)C2)cc1OC	2
COC(=O)C1CN(CCO)CCS(=O)(=O)N1Cc1cccc(Cl)c1 (configuration not stated)	2

Exported as labelled records: entries from further up
molecule: Cc1cccc(NC(=O)CCC(=O)NCCO)c1
  TbREL1 primary: -2

molecule: CN(C)CCCOC(=O)c1ccccc1
  TbREL1 primary: 3

molecule: COc1ccc([C@H]2CC(=O)C=C(c3ccc(-c4ccccc4)cc3)C2)cc1OC
  TbREL1 primary: 2

molecule: COC(=O)C1CN(CCO)CCS(=O)(=O)N1Cc1cccc(Cl)c1 (configuration not stated)
  TbREL1 primary: 2

Additional structures:
SMILES	TbREL1 primary
C[C@@H]1C=CCCO[C@]12C(=O)N(CC1CC1)c1cccc(Br)c12	-5
Cc1ccc(C)c(OCc2nnc(N)s2)c1	0
CC(C(=O)N(C1CC1)C1(C(=O)Nc2ccccc2)CCCC1)N1C(=O)c2ccccc2C1=O (configuration not stated)	-3
CC1CN(C(=O)c2cccc(S(=O)(=O)Nc3ccccc3Cl)c2)CC(C)O1 (configuration not stated)	3
Cc1ccc2[nH]c(=O)c(CN(Cc3nnnn3Cc3ccccc3)C3CCCC3)cc2c1	-3
CCN(CC(=O)NCc1ccc(Cl)cc1)C(=O)/C=C/c1ccc(C#N)cc1	2
c1cn(CCCNC2=NCCCCC2)cn1	3
Cc1ccc(S(=O)(=O)N2CCC(n3nnc4cc(C)ccc43)CC2)cc1	-3
CC(OC(=O)C1CC(=O)N(Cc2ccccc2)C1)C(=O)Nc1ccc(F)cc1Cl (configuration not stated)	-1
COc1ccc(NC(=O)CSc2nnnn2C2CCCCC2)c(OC)c1	5
OCCN(CCCn1c(-c2ccncc2)nc2ccccc21)c1nc(CN2CCCCC2)cs1	1
O=C(/C=C/c1ccc(OC(F)F)cc1)Nc1cccc(S(=O)(=O)N2CCOCC2)c1	-1
O=C(NC(=S)Nc1ccc2c(c1)OCO2)c1ccc(Cl)cc1	0
CC1CCN(C(=O)c2ccc(NC(=O)c3cccs3)cc2)CC1	3
COc1ccc(-c2nn(-c3ccccc3)cc2C(=O)N2CCN(S(=O)(=O)c3ccccc3[N+](=O)[O-])CC2)cc1	-2
COCc1nnc(NS(=O)(=O)c2ccc(F)cc2)s1	2
O=C(CNC(=O)Cc1ccccc1)NCc1cccs1	2
Cc1cc(NC(=O)CCCC(=O)O)nc(C)n1	0
CN1C(C(=O)NCC2CC2)CC2Cn3c(nc4ccccc43)C21 (configuration not stated)	4
CN(Cc1ccccc1)C(=O)c1ccco1	-1
O=C(COC(=O)c1ccc[n+]([O-])c1)Nc1ccc([N+](=O)[O-])cc1C(F)(F)F	1
CC(C)Cc1ccc(C(C)C(N)=NCCc2ccccc2)cc1 (configuration not stated)	12*
Cc1cccc(C(=O)NCC(=O)N2CCN(c3ccc(Cl)cc3)CC2)c1	2
COc1ccc(Br)cc1C(=O)Nc1ccc(Cc2ccncc2)cc1	0
Cc1ccc(C(=O)NCC(=O)OC(C)C(=O)Nc2ccc(N3CCOCC3)cc2)s1 (configuration not stated)	-5

The list goes on:
SMILES	TbREL1 primary
Cc1ccc(C(=O)NC(=S)NCc2cccnc2)c(C)c1	-7
CC1CCC(NC(=O)COc2ccccc2C(N)=O)CC1 (configuration not stated)	3
CC(C)c1ccc(NC(=O)COC(=O)c2cc(=O)[nH]c3ccccc23)cc1	3
COc1ccc(NC(=S)N(CCCN2CCCCC2)Cc2cccs2)cc1	-2
CCCC(=O)Nc1ccccc1N1CCN(C(=O)c2ccccc2)CC1	-2
COc1ccc(/C=N/NC(=O)COc2cccc3cccnc23)cc1OC	2
COc1ccc2[nH]c(=O)c(CN(C(=O)COc3ccccc3)C(C)C)cc2c1	2
CCc1nnc(NC(=O)COc2ccccc2[N+](=O)[O-])s1	1
C/C(=N\N=C1/NC(=O)C(C)S1)c1ccco1 (configuration not stated)	-1
CN(C)CCCNC(=O)C[C@H]1C[C@H](C(=O)N2CCOCC2)[C@@]2(C)c3[nH]c4ccc(Cl)cc4c3CCN2C1=O	1
C[C@@H]1CCN(C2CC2)S(=O)(=O)c2ccc(N3CC[C@@H](N(C)C)C3)cc2O1	-1
Cn1c(=O)cc(SCC(=O)NCCC2=CCCCC2)c2ccccc21	-1
COc1ccc(-c2c(-c3ccc(O)cc3O)n[nH]c2C(F)(F)F)cc1	-1
COc1ccc(S(=O)(=O)Nc2nc3n(n2)C(c2ccc(Cl)cc2)CC(=O)N3)cc1 (configuration not stated)	4
Cc1cccc(SC2CCN(C(=O)C3CCC(=O)N(C4CC4)C3)CC2)c1 (configuration not stated)	-1
CN(C(=O)c1cccc(NC(=O)Cc2cccc(NC(=O)C3CCCN(C(=O)CCc4ccccc4)C3)c2)c1)C1CCC1 (configuration not stated)	-2
CCOc1cc(/C=C/C(=O)c2ccc(OC)c(CN3CCOCC3)c2)cc(Br)c1O	-4
CCCCn1nnnc1C(c1ccccc1)N1CCN(C/C=C/c2ccccc2)CC1 (configuration not stated)	1
CCOC(=O)N1CCN(C(=O)CSc2cc(C)nc3c(-c4ccccc4OC)c(C)nn23)CC1	13*
COc1cc(/C=N/NC(=O)c2ccc(N)cc2)ccc1OC(=O)c1cccc(C)c1	0
CN(C)S(=O)(=O)c1ccc(C(=O)Nc2cccc(C(=O)N3CCOCC3)c2)cc1	3
O=C(CSc1ncn[nH]1)N1c2ccccc2Sc2ccccc21	-3
O=C(O)c1ccccc1C(=O)NCCc1c(C(=O)O)[nH]c2ccc(Cl)cc12	-1
O=C(Nc1ccc(O)c(-c2nc3ccccc3s2)c1)c1cc(=O)c2ccccc2o1	0
CC1CCCC/C1=N\Nc1ccc(S(N)(=O)=O)cc1[N+](=O)[O-] (configuration not stated)	4

5 entries out of the list above, sorted by the number in TbREL1 primary, largest number first.
SMILES	TbREL1 primary
Cc1ccc(C(=O)Nc2ncc3c(n2)CC(c2ccco2)CC3=O)cc1 (configuration not stated)	3
Cc1cccc(NC(=O)Nc2nc3ncccn3c2-c2ccc(F)cc2)c1	0
COc1ccc(-c2c(-c3ccc(O)cc3O)n[nH]c2C(F)(F)F)cc1	-1
COc1ccc(C2c3ccsc3CCN2C(=O)NC(C)(C)C)cc1 (configuration not stated)	-2
Cc1ccc(S(=O)(=O)N2CCC(n3nnc4cc(C)ccc43)CC2)cc1	-3

Next section:
SMILES	TbREL1 primary
CCN1C(=O)[C@H]2[C@@H](c3ccc(-c4ccc(F)cc4)cc3)N[C@@](CC(C)C)(C(=O)OC)[C@H]2C1=O	0
CCCOC(=O)c1cc(NC(=O)/C=C/c2ccccc2)ccc1O	1
COc1cccc(C(=O)Cn2c(=O)n(CC3CCCO3)c(=O)c3ccccc32)c1 (configuration not stated)	-4
COc1ccc(C(=O)/C=C/Nc2ccc(S(=O)(=O)Nc3nc(C)cc(C)n3)cc2)cc1OC	-5
O=C(Nc1ccc(F)cc1)c1cccc2c1C(=O)N(Cc1ccccn1)C2	-1
Cc1cc(NC(=O)CCC(=O)N(CC(=O)NC2CCCC2)c2cccc(C)c2C)no1	-2
CCc1cccc(OCC(=O)Nc2cc(Cl)ccc2-n2cncn2)c1	5
CCOC(=O)c1c(C)n(-c2ccc(C)cc2)c2c(C(C(C)=O)C(=O)O)c(Br)c(O)c(O)c12 (configuration not stated)	-2
Cc1ccc2[nH]c(O)c(N=NC(=O)CCc3ccccc3)c2c1Br	4
Cc1cc(C)n(C(=O)c2c([N+](=O)[O-])c(C)nn2C)n1	0
Cc1ccc(C)c(NC(=O)c2ccc3ccccc3n2)c1	2
COc1ccc(N2CCN(Cc3cc(=O)oc4cc(C)c(Cl)cc34)CC2)cc1	-3
Cc1ccccc1C(=O)NC(=S)NCCN1CCOCC1	5
COCCCNc1nc(N)c([N+](=O)[O-])c(Nc2cc(OC)ccc2OC)n1	0
COCCCNC(=S)NCCNc1nc2c(C)c(C)ccc2cc1C#N	-9
COCCCNC(=O)C[C@@H]1C[C@@]2(C(=O)OC)CCCCC=C2N(Cc2ccccc2)C1=O	5
CC1CN(C(=S)Nc2ccc(SC(F)F)cc2)CC(C)O1 (configuration not stated)	-6
Cc1cc(NC(=O)C(C)C)ncc1NC(=O)c1cccc(F)c1	1
CCCn1c(C(C)Nc2nc(C)cs2)nc2cc(Cl)c(Cl)cc21 (configuration not stated)	3

Screens as filed in PubChem.
